PDI inh = inhibitors of human PDI, primary screen, biochemical, turbidity, single point, plate reader; Protein disulfide-isomerase (Homo sapiens), P07237; PDI insulin aggregation turbidity, A650, 90 min; inhibition, % at 10 µM; hit rate 0.052% among 350,000; AID 588391, 2011;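 active = mean inhibition across replicates of 30% or more, whatever share of single replicates reach that level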;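 note: absorbance from insulin aggregation driven by PDI reduction with DTT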
Target sequence (P07237 whole entry, looked up): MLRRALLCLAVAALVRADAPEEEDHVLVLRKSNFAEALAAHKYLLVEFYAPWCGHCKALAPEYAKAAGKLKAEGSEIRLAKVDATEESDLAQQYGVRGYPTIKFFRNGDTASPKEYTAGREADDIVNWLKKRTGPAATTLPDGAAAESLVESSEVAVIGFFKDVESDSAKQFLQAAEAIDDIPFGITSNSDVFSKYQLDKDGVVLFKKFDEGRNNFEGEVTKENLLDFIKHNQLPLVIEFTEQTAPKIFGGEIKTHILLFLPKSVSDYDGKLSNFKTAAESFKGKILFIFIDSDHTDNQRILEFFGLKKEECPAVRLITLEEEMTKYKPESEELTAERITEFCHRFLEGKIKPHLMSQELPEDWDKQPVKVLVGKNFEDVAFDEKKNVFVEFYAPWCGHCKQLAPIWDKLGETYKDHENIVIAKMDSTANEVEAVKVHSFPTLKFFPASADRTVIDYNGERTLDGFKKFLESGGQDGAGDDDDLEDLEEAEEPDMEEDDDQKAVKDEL
Granule exo inh = LAMP-1 surface exposure blockers, TALL-104 cells – cell-based, flow cytometry, MLPCN library, primary screen | TALL-104 LAMP-1 surface exposure; cells stimulated with thapsigargin and PMA | inhibition, % at 10 µM | hit rate 0.66% among 360,000;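 active = inhibition above about 55%, limit read from the data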
CaV13 FRET inh = Primary screen for inhibitors of IQ motif and Ca2+-dependent inactivation inhibitor domain binding in CACNA1D, Förster resonance energy transfer in living cells, … | HEK cells, CFP/YFP FRET ICDI-IQ, plate reader, 10 min; percent FRET-ratio fall versus neutral wells | hit rate 0.098% among 340,000 | inhibition, % at 12.3 µM;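 active = mean replicate inhibition of at least 30% and at least 1% of replicates passing that level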;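 note: 0% = median of the neutral control wells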
H9c2 protect = cardioprotection against H2O2-induced cell death, primary screen, uHTS, H9c2 cells, ATPLite luminescence; H9c2 cardiomyocytes, H2O2 injury protection, 2 h; protection from H2O2 cell death, % at 20 µM; hit rate 0.63% among 360,000; AID 588492, 2011;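 active = compounds giving at least 50% protection of heart cells from peroxide-induced death in the single-dose screen, raw or plate-pattern-corrected value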;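 note: 0% = DMSO wells with peroxide and 100% = DMSO wells without peroxide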
MC4R barr agon = MC4R agonists recruiting beta-arrestin, primary screen, cell-based, luminescence, agonist arm of biased-ligand search. Melanocortin receptor 4 (Homo sapiens), P32245. activation, % at 8.9 µM. U2OS MC4R beta-arrestin complementation; percent of melanotan II response, DMSO zero. AID 540308, 2011. hit rate 0.98% among 360,000;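 active = activation above a per-plate cutoff, the mean activation of sample wells on that plate plus 3 SD, cut at about 8% in these data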
Target sequence (P32245 whole entry, looked up): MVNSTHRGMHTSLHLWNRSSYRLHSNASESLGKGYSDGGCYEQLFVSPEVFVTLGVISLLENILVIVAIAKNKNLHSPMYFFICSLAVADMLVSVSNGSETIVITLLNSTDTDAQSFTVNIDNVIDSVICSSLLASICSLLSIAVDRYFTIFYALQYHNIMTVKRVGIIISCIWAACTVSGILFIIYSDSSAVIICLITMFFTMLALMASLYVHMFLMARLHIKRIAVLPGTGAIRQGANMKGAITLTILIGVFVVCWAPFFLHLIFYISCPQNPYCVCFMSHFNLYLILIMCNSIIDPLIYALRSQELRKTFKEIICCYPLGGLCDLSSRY
ABCB6 inh MLPCN = ABCB6 transporter inhibitors, primary screen, K562-ABCB6 cells, flow cytometry, MLPCN library; hit rate 0.19% among 360,000; K562-ABCB6 porphyrin accumulation, 1 h; hits give low values; fluorescence ratio to DMSO, % at 10 µM;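 active = fluorescence ratio to DMSO below 75%, the collection mean minus 3 SD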;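 note: signal is porphyrin accumulated inside mitochondria; 100% equals median channel fluorescence of DMSO control wells; lower ratio means ABCB6 inhibition with less porphyrin fluorescence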
ABHD5-PLIN5 inh = ABHD5-PLIN5 interaction inhibitors, primary screen, cell lysate, split luciferase complementation, luminescence. AID 602281, 2012. inhibition, % at 4 µM. Split G. princeps luciferase complementation, 4 h. hit rate 0.78% among 360,000;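 active = inhibition above the mean inhibition across every tested compound plus 3 SD, cut at about 22% in these data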;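 note: 0% = DMSO only wells and the 100% control is not disclosed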
MC4R antag cAMP = MC4R antagonists of cAMP signaling, primary screen, cell-based, TR-FRET, antagonist arm of biased-ligand search. hit rate 0.48% among 360,000. inhibition, % at 6.5 µM. AID 540295, 2011. MC4R-expressing cells, MTII-stimulated cAMP, LANCE TR-FRET. Melanocortin receptor 4 (Homo sapiens), P32245;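 active = inhibition above its plate's cutoff, the mean of tested wells on that plate plus 3 SD, cut at about 29% in these data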;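 note: 0% = Melanotan II alone and 100% = Melanotan II plus saturating MCL0020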
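system = U2OS cells with stable human MC4R expression | also added = Melanotan II challenge after compound preincubation | dosing = one concentration, 6.5 µM nominal | incubation = compound 30 min, challenge 1 h, detection 1 h | measured by = TR-FRET with Eu-cAMP and labeled anti-cAMP, 671 nm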
m5-HT2A agonist = mouse Htr2a agonists via beta-arrestin recruitment, primary screen, cell-based, luminescence; 5-hydroxytryptamine receptor 2A (Mus musculus), P35363; CHO-K1 mHTR2A beta-arrestin complementation; percent of 30 µM serotonin response; activation, % at 7.6 µM; hit rate 0.66% among 360,000; AID 624169, 2012;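 active = activation above a run cutoff, the mean activation of all tested compounds plus 3 SD, cut at about 14% in these data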;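 note: 0% = plate median of compound wells and 100% = 30 µM serotonin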
Glyco luc inh = increase of ERlucT glycosylation luciferase signal, primary screen, N-linked glycosylation inhibitor project, D54 ERlucT cells, luminescence, set 2. D54 ERlucT glycosylation luciferase reporter, 24 h; percent of 100 nM tunicamycin response. reporter increase, % at 12.5 µM. hit rate 0.23% among 360,000. AID 588692, 2011;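 active = mean luciferase reporter signal, scaled so untreated is 0 and the glycosylation-blocking control 100, at or above a set limit in every replicate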;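 note: luciferase carries N-glycosylation sites so blocking glycosylation raises the light; 0% = median of neutral control wells and 100% = median of 100 nM tunicamycin wells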
Starred values were filed as active, the others as inactive; . = not tested or not shown. Rows were taken by chance. Share with any hit: about 4.2%.

Results follow in this order: PDI inh, Granule exo inh, CaV13 FRET inh, H9c2 protect, MC4R barr agon, ABCB6 inh MLPCN, ABHD5-PLIN5 inh, MC4R antag cAMP, m5-HT2A agonist, Glyco luc inh
C/C(=N\NC(=O)CCC(=O)O)c1c(-c2ccccc2)c2cc(Br)ccc2[nH]c1=O
    -6, -1, -2, -3, -0.4, 101, -1, -3, -1, 1
C[C@@H](C(=O)NCc1ccc(S(C)(=O)=O)cc1)[C@@H]1C[C@@]1(C)[C@@H](NC(=O)OCc1ccccc1)c1ccccc1
    4, -5, -5, 0, -2.3, 99, 3, 3, -5, -1
Cc1ccc(CNS(=O)(=O)c2c(C)n(C)c(=O)n(C)c2=O)cc1
    5, -1, -27, 1, 2.2, 103, -3, 7, 0, 0
O=C1Nc2ccccc2/C1=N\N=C\C1=C(N2CCOCC2)C(=C\c2ccccc2)/CC1
    4, 55, -4, -23, 6.0, 104, 2, 10, -2, 1
Cc1ccc(S(=O)(=O)N2CCN(C(=O)COC(=O)CCOc3cc(C)ccc3C)CC2)c(C)c1
    25, -3, -6, -1, 1.2, 93, 6, -1, -2, 2
O=c1[nH]c2cc(NCCO)c([N+](=O)[O-])cc2[nH]1
    2, 0, -11, 18, -2.9, 102, 6, -29, -3, 0
Cc1ccc(O)c(C(=O)c2coc(=N)c(C(=O)NC(C)C)c2)c1
    0, 1, -3, 7, -1.6, 97, 4, 8, 1, -1
Cc1cc(Br)cc(C)c1NC(=S)NC(=O)CC(C)C
    4, 0, -6, -8, 0.5, 98, -9, 12, -2, -3
CCC1CC(/C(C)=N/NC(N)=O)OC1=O (centres undefined)
    -2, 3, -5, -1, -2.8, 95, -3, 15, 2, 1
c1ccc(Cc2nnc(N3CCCCC3)c3ccccc23)cc1
    7, 3, -5, -2, -2.2, 105, -9, 9, 9, -3
CC(C)CNC(=O)CC(c1ccccc1)c1ccccc1
    -2, -1, -6, 17, -1.5, 99, 3, 5, 2, -1
COc1cc2c(=O)n(CCC(=O)NCC3CCCO3)c(=O)n(CC(=O)Nc3ccc(C)c(C)c3)c2cc1OC (centres undefined)
    -1, -8, -2, 6, -1.9, 98, -4, 19, -3, 5
Cc1ccc(F)c(S(=O)(=O)NC(=O)C2(C)CCN2C(=O)CCc2cccs2)c1 (centres undefined)
    5, -3, -5, 0, 0.8, 101, -5, 10, -2, 2
O=c1[nH]c2ccc(S(=O)(=O)N3CCCCC3)cc2o1
    -2, -8, -9, 8, -1.4, 99, 6, -2, 6, 0
NC(=O)c1nsc(C(=O)N(c2ccccc2)C(C(=O)NCc2ccc(F)cc2)c2ccco2)c1N (centres undefined)
    16, 16, -2, 15, -1.3, 99, -2, 12, 3, -5
Cc1cc(C)c(NC(=S)NC(=O)c2ccccc2)cc1C
    4, -2, -6, -14, -0.8, 96, 5, 4, 3, -2
CCCN(CCC)CCCNc1ccc(C(=O)Nc2cccc(OC)c2)cc1[N+](=O)[O-]
    -1, 16, -2, -19, -1.7, 98, 4, -8, 2, -2
CCc1ccc(N2C(=O)C3C4CCC(C4=C(C)C)C3C2=O)cc1 (centres undefined)
    -7, 4, -3, 7, -2.9, 98, 1, 7, -3, -2
CC(=O)Cc1nsc(NC(=O)c2ccc(-c3ccc(Cl)c(Cl)c3)o2)n1
    -4, 1, 2, 0, 0.0, 93, 5, 0, 2, -1
Cc1cccc(C2NC(=O)c3c(sc(C)c3C)N2)c1O (centres undefined)
    -28, 0, ., 4, -0.1, 103, -39, 0, 1, 0
O=C(NC1CCCCC1)C(=O)c1c(-c2ccccc2)[nH]c2ccccc12
    ., -3, -7, 2, -0.9, 95, -3, 9, -1, -1
C[C@H]1CN([C@@H](C)CO)S(=O)(=O)c2ccc(Br)cc2O[C@H]1CN(C)C(=O)NC1CCCCC1
    6, 0, -9, -2, 1.1, 97, -1, 19, 8, 2
O=C1CN=C(Nc2ccccc2Cl)N1Cc1ccc2c(c1)OCO2
    8, 1, -5, 3, 0.8, 98, 0, 4, 2, 2
CC(C)(C)c1ccc(NC(=O)C2=CC=CN3CCS(=O)(=O)N=C23)cc1
    -9, 4, -2, -19, -1.7, 101, -2, -2, 0, -4
O=C(c1ccccc1)N1CCN(C(=O)c2nn3c(C(F)(F)F)cc(-c4ccco4)nc3c2Cl)CC1
    -2, 2, -3, 5, -2.4, 101, -2, 9, 1, -2
CCSC1=C(C#N)C(c2ccccc2C)CC(=O)N1 (centres undefined)
    -6, 4, ., 0, 1.2, 94, 6, 5, -3, -1
O=C(CSc1ncnc2c1oc1ccccc12)Nc1cccc(Cl)c1
    2, -3, -5, -13, 13*, 95, -3, 10, 5, 1
O=C1C2C3C=CC(CC3)C2C(=O)N1c1ccccc1 (centres undefined)
    5, -16, -20, 1, -1.0, 97, 3, 2, -3, 2
C=CCC(NCc1ccccc1)c1ccco1 (centres undefined)
    -1, 1, -8, 0, -0.8, 106, 4, 4, 0, 1
CCOC(=O)C1CCCN(C(=O)c2ccc(NS(=O)(=O)c3ccc4[nH]c(=O)[nH]c4c3)cc2)C1 (centres undefined)
    9, -5, -7, -8, 1.1, 100, 4, 3, -2, 1
CCN(CC)S(=O)(=O)c1cccc(C(=O)Nc2sc3c(c2C(N)=O)CCCC3)c1
    -6, -3, -9, -6, -0.4, 97, -4, -1, 1, 0
CC1=CC(C)(C)N2C(=O)C3(N=C(N)NC(Nc4ccccc4)=N3)c3cc(C)cc1c32 (centres undefined)
    10, -5, -5, 10, -3.2, 101, 6, 8, -6, -2
Cc1cc(C(=O)NCC(=O)Nc2c(C)cccc2C)c2ccccc2n1
    6, 4, -6, 0, -3.3, 97, 0, 1, -1, 2
CCC1CCCCN1c1nc(-c2cccc(OC)c2O)nc2ccccc12 (centres undefined)
    23, 12, -11, -7, -2.0, 99, -9, 11, 5, -2
O=C(Nc1ccc(F)c(Cl)c1)C1Cc2c(-c3ccccc3Oc3ccccc3)ccnc2O1 (centres undefined)
    13, 2, -4, -12, 1.0, 96, -5, 7, 5, -5
Cc1ccc(C(=O)N2CCN(c3ncccn3)CC2)c(C)c1
    2, -10, -7, 4, -1.3, 95, -1, -4, 5, 1
Cc1ccc(S(=O)(=O)N2[C@H](c3ccccc3)CC(=O)[C@@H]3CN(S(=O)(=O)c4ccccc4C)[C@H](c4ccccc4)C[C@@H]32)cc1
    ., 5, -6, -4, ., 97, 9, ., 5, -5
CC(C)(C)c1ccc(-n2ncc3c2CCCC3NC(=O)CCC2=NNC(=O)CC2)cc1 (centres undefined)
    -3, 3, -6, -16, -2.1, 100, -3, -4, 4, -3
NC(=O)c1cccc(-c2csc(C(O)c3ccccc3)n2)c1 (centres undefined)
    -2, -2, -6, 37, 0.4, 101, 2, 3, -4, 2
Cc1ccc(N(O)C(=O)NCCCCNC(=O)N(O)c2ccc(C)cc2)cc1
    17, -2, -2, -4, -1.4, 91, 7, 0, -1, -1
Cc1ccc(N2C(=O)NC(C(F)(F)F)(C(F)(F)F)C3=C2CC(C)(C)CC3=O)cc1
    -3, -8, -5, 4, -1.6, 98, 3, 9, -5, 5
Cc1cccc(C(=O)N2CCN=C2SCc2ccc([N+](=O)[O-])cc2)c1
    -3, 22, -7, 2, -0.4, 91, -22, 8, -6, -2
C[C@H](CO)N1C[C@H](C)[C@@H](CN(C)CC2CCCCC2)Oc2c(NS(=O)(=O)c3ccc(F)cc3)cccc2C1=O
    9, 4, -5, 3, 0.1, 102, -6, 5, -11, 1
O=C(c1ccc2c(c1)OCO2)C1CCCN(Cc2cn[nH]c2-c2ccccc2)C1 (centres undefined)
    -10, 4, 6, -3, -0.9, 104, 0, 16, -8, -2
CCN1CCN(C(CNS(=O)(=O)c2ccc(Br)cc2)c2cccnc2)CC1 (centres undefined)
    -4, 0, ., 3, -1.4, 94, 8, 4, 5, 0
Cc1ccc(C(=O)c2ccccc2C(=O)OCC(=O)N2CC(C)CC(C)C2)cc1 (centres undefined)
    1, 6, -16, 5, -1.5, 101, -2, 0, -3, -2
COc1cccc(C2C(C#N)=C(N)OC3=C2C(=O)CC(c2ccco2)C3)c1OCc1ccc(F)cc1 (centres undefined)
    -3, 2, -5, -3, -2.5, 99, 7, 1, -4, -1
O=C(O)CSc1ncnc2c1sc1nc(-c3ccccc3)c3c(c12)CCC3
    1, -8, -6, 0, -2.5, 98, 4, 8, 2, 0
Cc1oc(-c2cccs2)nc1CSCC(=O)NC1CC1
    -4, 1, -5, 5, 0.9, 87, 3, 6, -3, 1
Cc1cccc(NC(=O)CSc2nnc(CN3CCOCC3)n2C)c1C
    -4, 4, 1, -1, -1.4, 101, 0, 6, -10, -1
CN1CCN(C(=O)c2ccc(COc3ccc(C(C)(C)C)cc3)o2)CC1
    11, 7, -5, -31, -1.3, 97, -1, 2, -10, 0
CCOc1ccc(S(=O)(=O)N2CCOCC2)cc1NC(=O)CSCc1c(C)noc1C
    -2, 34, -6, -2, 1.9, 96, -11, -6, -5, -1
CCOC(=O)c1c(NC(=O)c2cccc(N3C(=O)CCC3=O)c2)sc2c1CCN(CC)C2
    9, 1, ., 13, -2.4, 98, -3, 6, 0, -5
N=c1sccn1CC(=O)Nc1ccc(SC(F)F)cc1
    12, -3, -5, 4, -1.4, 92, -3, 4, -3, 1
CNc1cnc(-c2ccc(O)c(OC)c2)cn1
    -4, -4, -6, -3, -2.3, 77, 6, -1, -3, 2
CCN(CC)S(=O)(=O)c1ccc(C(=O)NCCN(C)C)cc1
    -3, 3, -4, 5, 0.2, 108, 1, 10, 0, -1
Cc1ccc(S(=O)(=O)n2[nH]c(=O)cc2N)cc1
    -5, -6, -9, 9, -1.8, 90, 3, 0, 0, 1
O=C(C1=C[C@H](c2coc3ccccc3c2=O)C[C@H](OCc2ccc(CO)cc2)O1)N1CCN(Cc2ccc3c(c2)OCO3)CC1
    20, -3, -4, 39, -1.4, 90, -3, 1, 3, 0
Cc1nc2nc(N)nn2c(C)c1C/C=C/c1ccccc1
    7, 2, 3, 24, -1.3, 92, -4, -3, -2, -2
CCOC(=O)c1ccc(-c2ccc(-c3cc(=O)oc4cc(OC)c(OC)c(OC)c34)cc2)cc1
    0, 0, -5, -8, -0.4, 94, -7, 0, -3, -2
Cc1ccc2c(c1)C(=O)c1ccccc1CS2=O (centres undefined)
    -4, -3, -9, 4, -2.2, 99, -1, 6, -2, 0
